High-throughput results deposited in PubChem by several laboratories.
M1AAP inhibition – P. falciparum M1AAP inhibitors, biochemical, fluorogenic H-Leu-NHMec substrate, 1536-well (AID 1445); recombinant M1AAP, H-Leu-NHMec fluorogenic kinetic assay; higher % means a stronger effect; Aminopeptidase N (Plasmodium falciparum (isolate 3D7)); actives 0.42% (n = 220,000); inhibition, % at 30 µM, or IC50 in µM where a hit was titrated;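 active = primary inhibition above the hit cutoff, then over 50% inhibition at one or more dose response concentrations, cut at about 23% in these data, passing the limit was not always enough; inconclusive = conflicting primary data, or primary hits not chosen for dose response; inactive = low primary inhibition, or under 50% at every dose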;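 note: plate controls were DMSO full reaction for no effect and no enzyme background for full effect; strong numbers were not always called active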
ER stress rescue – rescue of cells from ER stress-induced death, primary screen, 384-well, CSM14.1, thapsigargin, ATP luminescence (AID 1222) | 190,000 tested, under 10 active | cellular ATP content (survival), % at 20 µM; hits with a dose series show EC50 in µM | CSM14.1 thapsigargin-induced death rescue, ATP luminescence; higher % means a stronger effect;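 active = EC50 below 50 µM in the dose-response confirmation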;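 note: death triggered by thapsigargin at about 15 µM added after 2 h compound pretreatment; cell ATP read after overnight thapsigargin exposure of roughly 18 to 22 hours; normalized against plate controls of thapsigargin alone and 5% DMSO vehicle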
Salmonella PhoP GFP – inhibitors of PhoP regulon expression, primary screen, Salmonella Typhimurium, GFP reporter (AID 1863) | S. Typhimurium PhoP-regulated promoter GFP reporter, 4 h; higher % means a stronger effect | inhibition, % at 50 µM, or IC50 in µM where a hit was titrated | actives 0.16% (n = 300,000);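 active = inhibition over 29.93%, a cutoff 3 SD above the screen mean, later confirmed by dose response; inconclusive = inhibition over 29.93% but no dose response follow-up; inactive = inhibition at most 29.93% or unconfirmed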;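 note: 0% = low Mg2+ inducing control and 100% = high Mg2+ repressing control; strong numbers were not always called active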
PMI inhibition – human PMI inhibitors, high substrate, primary screen, biochemical, fluorescence intensity, high mannose 6-phosphate (AID 1220); Mannose-6-phosphate isomerase (Homo sapiens); recombinant PMI enzyme, coupled fluorescence intensity; higher % means a stronger effect; inhibition, % at 20 µM, or IC50 in µM where a hit was titrated; actives 0.66% (n = 190,000); in the data active = inhibition above about 50%
SIAH1 antagonists – Siah-1 peptide-binding antagonists, primary screen, biochemical, fluorescence polarization, rhodamine-plectin, uHTS (AID 1817). E3 ubiquitin-protein ligase SIAH1 (Homo sapiens). Siah-1 / rhodamine-plectin peptide fluorescence polarization; higher % means a stronger effect. actives 0.02% (n = 290,000). one-dose displacement, % at 20 µM; IC50 in µM for titrated hits;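 active = displacement of at least 50% at 20 µM, with a fluorescence ratio check between 0.3 and a set limit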;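 note: plate controls were Siah plus tracer with DMSO for no effect and tracer alone without Siah for full effect; strong numbers were not always called active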
XIAP antagonists – XIAP antagonists, biochemical, IAP family, fluorescence polarization (AID 1018). actives 0.007% (n = 200,000). XIAP BIR domain, fluorescence polarization peptide displacement; higher % means a stronger effect. E3 ubiquitin-protein ligase XIAP (Homo sapiens). one-dose displacement, % at 20 µM; IC50 in µM for titrated hits; in the data active = displacement above about 50%; note: a part of the inactive calls stands beside numbers as strong as those of hits
Yfh1-depleted yeast – enhancers of respiration in Yfh1-depleted yeast, dose response, Friedreich's ataxia, plus single-dose screen (AID 1465); actives 0.074% (n = 220,000); fold induction at 50 µM, or EC50 in µM where a hit was titrated; S. cerevisiae Yfh1-off respiration, WST-1 reduction, 72 h; higher fold induction means a stronger effect;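 active = fold induction of absorbance versus untreated yeast above a set limit, then at least 30% activation at any dose in follow-up; inconclusive = repeats straddling the limit, or above it without dose testing; inactive = fold induction below the set limit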;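 note: activators that raise dye reduction in frataxin-depleted yeast; strong numbers were not always called active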
P. falciparum M17LAP – P. falciparum M17LAP inhibitors, primary screen, biochemical, fluorogenic H-Leu-NHMec substrate, 1536-well (AID 1619). Leucine aminopeptidase (Plasmodium falciparum (isolate 3D7)). recombinant M17LAP, H-Leu-NHMec fluorogenic kinetic assay; higher % means a stronger effect. inhibition, % at 30 µM, or IC50 in µM where a hit was titrated. actives 0.38% (n = 220,000);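 active = compound inhibiting the enzyme by more than half at any dose during confirmatory dose-response retesting; inconclusive = strong single-dose inhibitors picked by rank but not retested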;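 note: plate controls were full reaction with DMSO carrier for no effect and no enzyme background for full effect; strong numbers were not always called active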
West Nile virus CPE – West Nile virus antiviral activity, cell-based, CPE readout (AID 1621); actives 0.02% (n = 290,000); West Nile virus-infected cells, CPE inhibition; higher % means a stronger effect; CPE inhibition, % at 10 µM, or IC50 in µM where a hit was titrated; in the data active = a potency from the dose series; inconclusive = CPE inhibition mostly from about 3.7% at the one dose, without a potency; inactive = the rest, 99 in 100 with CPE inhibition below about 2.2%; note: strong numbers were not always called active
Active calls of the source: *; i = inactive; ? = inconclusive; · = no result given. Not a hit list. Share with any hit: about 1.6%.

The first four compounds, ahead of the listing:
SMILES | M1AAP inhibition | ER stress rescue | Salmonella PhoP GFP | PMI inhibition | SIAH1 antagonists | XIAP antagonists | Yfh1-depleted yeast | P. falciparum M17LAP | West Nile virus CPE
Cc1ccc(S(=O)(=O)c2cc3ccccc3oc2=Nc2ccc3c(c2)OCO3)cc1 | 3% | -0.8% | -10% | 5% | 1% | -1.4% | i | 5% | -0.2%
Cn1ccnc1C(O)c1ccc(OCc2ccccc2)cc1 (stereo unspecified) | -3% | 2.0% | 48% | 2% | 0% | -5.4% | i | 16% | 0.0%
COC(=O)c1cn(NC(=O)COc2ccc(Cl)cc2)c(=O)c2ccccc12 | 5% | 0.7% | 6% | 1% | -3% | -5.6% | i | 2% | -0.5%
Cc1ccc(CN2CCN(CC(=O)N/N=C/c3c[nH]c4ccccc34)CC2)cc1 | 3% | -1.8% | -9% | 7% | 2% | 0.5% | i | 14% | -0.6%

Main list, from the first entry:
SMILES | M1AAP inhibition | ER stress rescue | Salmonella PhoP GFP | PMI inhibition | SIAH1 antagonists | XIAP antagonists | Yfh1-depleted yeast | P. falciparum M17LAP | West Nile virus CPE
Cc1ccc(S(=O)(=O)c2cc3ccccc3oc2=Nc2ccc3c(c2)OCO3)cc1 | 3% | -0.8% | -10% | 5% | 1% | -1.4% | i | 5% | -0.2%
Cn1ccnc1C(O)c1ccc(OCc2ccccc2)cc1 (stereo unspecified) | -3% | 2.0% | 48% | 2% | 0% | -5.4% | i | 16% | 0.0%
COC(=O)c1cn(NC(=O)COc2ccc(Cl)cc2)c(=O)c2ccccc12 | 5% | 0.7% | 6% | 1% | -3% | -5.6% | i | 2% | -0.5%
Cc1ccc(CN2CCN(CC(=O)N/N=C/c3c[nH]c4ccccc34)CC2)cc1 | 3% | -1.8% | -9% | 7% | 2% | 0.5% | i | 14% | -0.6%
O=Cc1ccccc1Oc1nc(N2CCOCC2)nc(N2CCOCC2)n1 | 12% | 0.2% | 0% | 13% | 2% | -4.7% | i | 6% | 1.0%
Nc1nc(CSC(=S)N2CCN(c3ccccc3)CC2)nc(Nc2ccccc2)n1 | 4% | -0.5% | 15% | 12% | -5% | -7.0% | i | 14% | 0.1%
Cc1ccc2nc(CSc3nnc(Nc4ccccc4C)s3)cc(=O)n2c1 | 11% | -7.8% | -3% | 17% | 14% | 1.9% | i | 3% | -0.4%
O=C(/C=C/c1ccccc1)C1C(=O)c2ccccc2C1=O | 12% | -5.0% | -10% | -13% | 8% | -4.3% | i | 30% | -0.4%
Cc1ccc(NC(=O)OCc2cncs2)cc1 | 2% | 2.7% | 4% | 12% | -2% | -6.2% | i | -1% | -0.9%
CCOC(=O)Cc1csc(NC(=O)c2c(O)c3c(n(CC(C)C)c2=O)CCCC3)n1 | 4% | · | 0% | · | 18% | · | i | 1% | -0.4%
CCn1cc(/C=N\NC(=O)c2ccc(F)cc2)cn1 | -7% | -4.9% | 23% | 12% | -4% | -4.7% | i | 5% | 0.1%
CCCn1c(Cc2ccccc2)nnc1SCC(=O)N1CCOCC1 | 1% | -0.7% | 10% | -6% | 2% | 0.2% | i | -2% | -0.1%
CCOC(=O)C1=C(c2ccccc2)Nc2ncnn2C1c1cc(OC)ccc1OC (stereo unspecified) | -3% | · | 4% | 8% | 5% | -2.9% | i | 10% | -0.5%
O=C(CN1CCOCC1)Nc1ccc2c(c1)OC(F)(F)O2 | 0% | -0.6% | 7% | 6% | 3% | -1.3% | i | 0% | -0.6%
CCC(=O)Nc1ccc(NC(=O)c2ccc3c(c2)OCO3)cc1 | -1% | 0.4% | -3% | -1% | 2% | -5.5% | i | 2% | 0.1%
CC1CCCN(S(=O)(=O)c2ccc(C(=O)Nc3nnc(-c4ccccc4Cl)o3)cc2)C1 (stereo unspecified) | 1% | -0.6% | -12% | -10% | 1% | -8.8% | i | -2% | ?
CC(C)(C)C(=O)NC(=S)Nc1cc(C(F)(F)F)ccc1N1CCOCC1 | 8% | 3.0% | -2% | 9% | 4% | -6.4% | i | 9% | 0.3%
CCC1SC(CC)C(=O)N(CC(=O)Nc2ccc3c(c2)OCO3)C1=O (stereo unspecified) | 1% | 1.4% | -10% | 12% | 1% | 16% | i | 21% | 0.3%
CC(Oc1cccc(Cl)c1)C(=O)Nc1cc(=O)n(C)c(=O)n1C (stereo unspecified) | 3% | -1.9% | 0% | -1% | -1% | -4.6% | i | 6% | 0.2%
N#Cc1cc(O)c(-n2nnc3ccccc32)cc1C#N | 30% | -1.4% | 4% | 8% | -6% | -6.6% | i | 29% | 0.2%
CCOCCCNC(=O)C(c1ccccc1)N(Cc1ccc2c(c1)OCO2)C(=O)c1ccccc1O (stereo unspecified) | -1% | 14% | -7% | -3% | 4% | -3.7% | i | 0% | -1.0%
Cc1c(CNCC(C)c2ccccc2)c(C(=O)O)c(C)n1Cc1ccccc1 (stereo unspecified) | 4% | 6.2% | -4% | -5% | 2% | -6.7% | i | 2% | -0.1%
Cc1ccccc1OCC(=O)N(Cc1nc(-c2ccccc2)no1)C(C)C | -2% | 0.1% | 8% | 7% | 2% | -2.2% | i | 1% | -1.3%
CN1CCN(C(=O)CSc2nc(-c3cccs3)cc(-c3cccs3)c2C#N)CC1 | 12% | · | -1% | 19% | 3% | -15% | i | -1% | 2.9%
COC(=O)c1c(NC(=O)CN2CCC3(O)CCCCC3C2c2ccc(OC)cc2OC)sc(C)c1C (stereo unspecified) | 12% | 4.1% | 1% | 17% | 1% | -3.6% | i | -5% | -1.4%
CCCOc1ccc(NC(N)=O)cc1OCCC | 11% | 0.6% | -2% | -1% | -4% | -1.7% | · | -5% | ·
COc1ccc(/C=C/C(=O)c2ccc(C)c([N+](=O)[O-])c2)cc1O | 10% | -1.4% | 5% | 28% | 0% | -15% | i | 0% | -0.6%
O=C(c1ccc(F)cc1F)N(Cc1ccccn1)Cc1ccco1 | 9% | 3.9% | -13% | -9% | 2% | 2.0% | i | -2% | -0.3%
Cc1[nH]c2ccccc2c1SCc1nnc(SCc2ccccc2)n1C | -2% | · | -6% | · | -5% | · | i | 2% | -0.3%
CC1=C(C)CC(C(=O)Nc2cccc(Cl)c2)C(C(=O)O)C1 (stereo unspecified) | 0% | -1.7% | -4% | 1% | 2% | -1.3% | i | 2.4µM* | -0.1%
COc1cc(NC(=O)CCC2CCCC2)cc(-n2cnnn2)c1 | -1% | 2.0% | 4% | 3% | 0% | 0.7% | i | -3% | -1.6%
CCOC(=O)/C(C#N)=C\N(C)C | 0% | 0.9% | 0% | -13% | 1% | -3.6% | · | 6% | ·
CN(C(=O)CCN1C(=O)C(C)(C)Nc2ccccc21)c1ccccc1 | -2% | -3.9% | 3% | 9% | -1% | -5.5% | · | 9% | 0.0%
COc1ccccc1-n1nnnc1SCC(=O)Nc1ccccn1 | 6% | -0.6% | -7% | -14% | 0% | -5.3% | i | -1% | 0.5%
COc1ccc(N(C(=O)C(C)C)S(=O)(=O)c2cccc3cccnc23)cc1 | 2% | 2.2% | -11% | 2% | 1% | -1.1% | i | 10% | -1.2%
CC(C(=O)N1CCCc2c1c(=O)oc1ccc(O)cc21)N1CCc2ccccc2C1 (stereo unspecified) | 6% | 5.0% | 18% | 69%* | 2% | -3.6% | i | 4% | 0.0%
COc1cccc(NC(=O)c2ccccc2SC)c1 | 7% | -0.4% | -3% | -1% | 3% | 3.0% | i | 0% | -0.2%
Cc1cc(=O)nc2c3ccccc3n(C(C)C(=O)Nc3c(F)c(F)c(F)c(F)c3F)n12 (stereo unspecified) | -2% | -0.7% | -7% | 10% | 2% | -4.9% | i | 18% | -0.4%
COc1ccc(OC)c(CCNC(=O)CN2C(=O)CC(C)(C)S(=O)(=O)c3ccccc32)c1 | -2% | -2.1% | -6% | 2% | 0% | -3.8% | i | 14% | -0.1%
O=C(NCc1ccco1)c1ccc(CS(=O)(=O)c2cccc(C(F)(F)F)c2)o1 | 7% | 0.0% | -2% | 11% | 1% | 1.9% | i | -2% | -0.4%

Continued (two carried over from the part before).
SMILES | M1AAP inhibition | ER stress rescue | Salmonella PhoP GFP | PMI inhibition | SIAH1 antagonists | XIAP antagonists | Yfh1-depleted yeast | P. falciparum M17LAP | West Nile virus CPE
COc1ccc(OC)c(CCNC(=O)CN2C(=O)CC(C)(C)S(=O)(=O)c3ccccc32)c1 | -2% | -2.1% | -6% | 2% | 0% | -3.8% | i | 14% | -0.1%
O=C(NCc1ccco1)c1ccc(CS(=O)(=O)c2cccc(C(F)(F)F)c2)o1 | 7% | 0.0% | -2% | 11% | 1% | 1.9% | i | -2% | -0.4%
Cc1ccc2cc(/C=N/NC(=O)[C@H]3C[C@@H]3c3ccccc3)c(Cl)nc2c1 | 6% | 0.2% | 2% | 1% | 5% | -3.1% | i | 7% | -1.2%
CCc1ccccc1N(CC(=O)NCc1ccco1)C(=O)c1snc(C(N)=O)c1N | 10% | 0.1% | 3% | 1% | 2% | -8.5% | i | -22% | 0.1%
Cc1cc2nc(N=C(N)N)nc(C)c2cc1C | 9% | 0.3% | -11% | -3% | 4% | -9.0% | i | 15% | 1.2%
COc1ccc(C(=O)Nc2cc(Cl)ccc2Cl)c(OC)n1 | -2% | -3.6% | -1% | 9% | 0% | -1.5% | i | 2% | -0.1%
CC(Cc1ccccc1)C(=O)NCCO (stereo unspecified) | -4% | -4.2% | -4% | -3% | -4% | -18% | i | -5% | -0.5%
CS(=O)(=O)N(CC(=O)N1CCOCC1)c1ccc2c3c(cccc13)CC2 | 4% | -1.6% | -4% | 1% | 2% | -11% | i | -4% | 0.0%
CC(=O)NS(=O)(=O)c1ccc(NC(=S)NC(=O)C(C)C)cc1 | 5% | -0.5% | 3% | -11% | 1% | -3.1% | i | 10% | 0.3%
COc1ccc(C2C(CC(=O)O)=C(O)C(=O)N2c2ccccc2)cc1 (stereo unspecified) | 6% | -1.6% | 24% | -3% | -4% | -5.5% | i | 28% | 0.4%
Cc1cccc(N2CCN(C(c3ccccc3)c3nnnn3C(C)(C)C)CC2)c1C (stereo unspecified) | -2% | 2.6% | 6% | 5% | 2% | 2.0% | · | -26% | ·
COc1cc(C2=NOC(C(=O)N3CCCc4ccccc43)C2)cc(OC)c1OC (stereo unspecified) | 3% | -0.4% | 4% | 3% | 5% | -2.5% | i | 0% | -0.5%
CCOC(=O)c1sc(-c2ccccc2)cc1NC(=O)c1ccc(S(=O)(=O)N(CCOC)CCOC)cc1 | 2% | -0.1% | -3% | 13% | 0% | -6.1% | i | 8% | -0.6%
